Bioassay records as filed in PubChem.
ER stress rescue: rescue of cells from ER stress-induced death, primary screen, 384-well, CSM14.1, thapsigargin, ATP luminescence (AID 1222); CSM14.1 thapsigargin-induced death rescue, ATP luminescence; higher % means a stronger effect; cellular ATP content (survival), % at 20 µM, or EC50 in µM where a hit was titrated; 190,000 tested, under 10 active;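 active = EC50 below 50 µM in the dose-response confirmation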;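 also: death triggered by thapsigargin at about 15 µM added after 2 h compound pretreatment; cell ATP read after overnight thapsigargin exposure of roughly 18 to 22 hours; normalized against plate controls of thapsigargin alone and 5% DMSO vehicle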
Dengue-2 NS5 capping: Dengue-2 NS5 methyltransferase inhibitors, primary screen, biochemical, confirmation dose response (AID 588689). Genome polyprotein (Dengue virus type 2 (strain 16681-PDK53)). Dengue-2 NS5 methyltransferase capping enzyme assay, biochemical; higher % means a stronger effect. one-dose inhibition, % at 25 µM; IC50 in µM for titrated hits. hit rate 0.3% among 340,000; in the data active = a potency from the dose series
West Nile virus CPE: West Nile virus antiviral activity, cell-based, CPE readout (AID 1621); West Nile virus-infected cells, CPE inhibition; higher % means a stronger effect; one-dose CPE inhibition, % at 10 µM; IC50 in µM for titrated hits; hit rate 0.02% among 290,000; in the data active = a potency from the dose series; also: strong numbers were not always called active
WT yeast gro inh: growth inhibition of WT strain, primary screen, mitochondrial fusion inhibitor project, WT and mutant strains, chemical genetic. mitochondrial fusion phenotypic screen. inhibition, % at 10 µM. hit rate 2.1% among 190,000. AID 1362, 2008; in the data active = inhibition above about 58%; tested in S. cerevisiae
XIAP antagonists: XIAP antagonists, biochemical, IAP family, fluorescence polarization (AID 1018). E3 ubiquitin-protein ligase XIAP (Homo sapiens). XIAP BIR domain, fluorescence polarization peptide displacement; higher % means a stronger effect. displacement, % at 20 µM; hits with a dose series show IC50 in µM. hit rate 0.007% among 200,000; in the data active = displacement above about 50%; also: a part of the inactive calls stands beside numbers as strong as those of hits
RSV antiviral HEp-2: RSV antiviral activity via CPE protection, HEp-2 cells, primary 10 µM value included (AID 2391); one-dose CPE inhibition, % at 10 µM; IC50 in µM for titrated hits; HEp-2 cells, RSV-induced CPE inhibition; higher % means a stronger effect; hit rate 0.13% among 310,000; in the data active = a potency from the dose series; also: strong numbers were not always called active
K1F lysis inhibition: inhibition of K1F phage lysis, E. coli UTI89, bacterial capsule biogenesis inhibitors, alamar blue (AID 488966). hit rate 0.02% among 340,000. E. coli UTI89 K1F phage lysis, alamar blue, 2 h; higher % means a stronger effect. inhibition, % at 100 µM, or IC50 in µM where a hit was titrated;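 active = phage lysis inhibition, versus mean bacterial control, above a set limit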;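 also: capsule biogenesis inhibitors block K1F phage lysis so surviving cells raise fluorescence; higher fluorescence means more inhibition of phage lysis; actives were called in the ten point dose series up to 300 µM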
Yfh1-off respiration: enhancers of respiration in Yfh1-depleted yeast, dose response, Friedreich's ataxia, plus single-dose screen (AID 1465); S. cerevisiae Yfh1-off respiration, WST-1 reduction, 72 h; higher fold induction means a stronger effect; fold induction at 50 µM, or EC50 in µM where a hit was titrated; hit rate 0.074% among 220,000;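 active = fold induction of absorbance versus untreated yeast above a set limit, then at least 30% activation at any dose in follow-up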;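 also: activators that raise dye reduction in frataxin-depleted yeast; strong numbers were not always called active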
Large T inhibition: SV40 large T antigen inhibitors, biochemical (AID 1903) | one-dose inhibition, % at 20 µM; IC50 in µM for titrated hits | SV40 large T antigen ATPase/helicase inhibition assay; higher % means a stronger effect | hit rate 0.39% among 310,000; in the data active = a potency from the dose series; also: strong numbers were not always called active
WT yeast gro inh mutant strain: further read-out of WT yeast gro inh, marked with its call; inhibition, %; mitochondrial fusion phenotypic screen, mutant strain inhibition
Dengue-2 NS5 capping pilot replicate: recorded beside Dengue-2 NS5 capping, whose call it bears; inhibition, %; measured here: pilot screen replicate inhibition
Numbers without * were called inactive; [ ] = another dose, or the depositor's remark.

For COc1ccccc1-n1c(CNC(=O)COc2ccccc2)n[nH]c1=S the results were ER stress rescue -2.0%, Dengue-2 NS5 capping -6%, West Nile virus CPE 0.2%, WT yeast gro inh 0, XIAP antagonists -9.7%, RSV antiviral HEp-2 4.5%, K1F lysis inhibition 2.0%, Yfh1-off respiration inactive, Large T inhibition 0% and WT yeast gro inh mutant strain -57.
Screening CCOC(=O)NC(=O)CSc1nnc(SCCC(=O)O)s1 returned ER stress rescue 1.4%, Dengue-2 NS5 capping -1%, West Nile virus CPE 0.4%, WT yeast gro inh -3, XIAP antagonists -5.7%, RSV antiviral HEp-2 0.8%, K1F lysis inhibition 2.3%, Yfh1-off respiration inactive, Large T inhibition 17% and WT yeast gro inh mutant strain -10.
Screening Clc1ccc(-c2cc(C3CCNCC3)[nH]n2)c(Cl)c1 returned ER stress rescue -1.4%, West Nile virus CPE -0.6%, WT yeast gro inh -1, XIAP antagonists -3.3%, RSV antiviral HEp-2 -2.8%, Yfh1-off respiration inactive, Large T inhibition 11% and WT yeast gro inh mutant strain 19.
For c1ccc(COc2cccc(CN3CCCCC3)c2)cc1 the results were Dengue-2 NS5 capping -3%, West Nile virus CPE -1.2%, RSV antiviral HEp-2 -0.6%, K1F lysis inhibition 0.1%, Large T inhibition 6% and Dengue-2 NS5 capping pilot replicate 1.9.
COC(=O)CN1C(CN2CCOCC2)=Nc2ccc(Br)cc2C1c1ccccc1 (stereo unspecified) was read as West Nile virus CPE -0.3%, RSV antiviral HEp-2 0.9%, Yfh1-off respiration inactive and Large T inhibition 11%.
Screening O=C(NC1CCCCC1)c1cc(S(=O)(=O)N2CCCC2)ccc1Cl returned Dengue-2 NS5 capping 2%, West Nile virus CPE -0.3%, RSV antiviral HEp-2 1.0%, K1F lysis inhibition -0.2% and Large T inhibition 8%.
Screening CC(C)CCNC(=O)c1c[nH]c2ccc(S(=O)(=O)N3CCOCC3)cc2c1=O returned Dengue-2 NS5 capping -3%, West Nile virus CPE 1.6%, RSV antiviral HEp-2 10%, K1F lysis inhibition 0.2% and Large T inhibition -3%.
Screening O=C(NCCNC(=O)c1cccnc1)c1ccc(Br)cc1 returned Dengue-2 NS5 capping -7%, West Nile virus CPE -0.1%, RSV antiviral HEp-2 0.6%, K1F lysis inhibition 0.9%[50 µM] and Large T inhibition 23%.
Screening CC12CCC(C(=O)N(c3ccc(Cl)cc3)C1=O)C2(C)C (stereo unspecified) returned ER stress rescue 0.5%, Dengue-2 NS5 capping -3%, West Nile virus CPE 0.7%, WT yeast gro inh 7, XIAP antagonists 0.6%, RSV antiviral HEp-2 1.2%, K1F lysis inhibition 4.1%, Yfh1-off respiration inactive, Large T inhibition 7% and WT yeast gro inh mutant strain -11.
COc1ccc(C(=O)/C=C(\N)C(F)(F)F)c(O)c1 was read as ER stress rescue 0.4%, Dengue-2 NS5 capping -2%, West Nile virus CPE -0.3%, WT yeast gro inh 2, XIAP antagonists -4.5%, RSV antiviral HEp-2 0.5%, K1F lysis inhibition -0.7%, Yfh1-off respiration inactive, Large T inhibition 8% and WT yeast gro inh mutant strain -2.
Cc1cccc(C(=O)NCCC(=O)Nc2ccc(F)c([N+](=O)[O-])c2)c1 was read as Dengue-2 NS5 capping 0%, West Nile virus CPE -0.7%, RSV antiviral HEp-2 1.3%, K1F lysis inhibition -0.1% and Large T inhibition 11%.
CCCc1cc(C(=O)Nc2cc(C)on2)no1 was read as ER stress rescue -3.3%, Dengue-2 NS5 capping -5%, West Nile virus CPE -0.1%, WT yeast gro inh 4, XIAP antagonists 0.5%, RSV antiviral HEp-2 2.5%, K1F lysis inhibition 0.8%, Yfh1-off respiration inactive, Large T inhibition 8% and WT yeast gro inh mutant strain -9.
For COCCNC(=O)[C@H]1N2C(=O)c3ccccc3C2SC1(C)C (stereo partly specified) the results were Dengue-2 NS5 capping -6%, West Nile virus CPE -0.1%, RSV antiviral HEp-2 1.1%, K1F lysis inhibition 0.1% and Large T inhibition -2%.
For CC1(c2ccc3noc(-c4cccc(F)c4)c3c2)OCCO1 the results were ER stress rescue -0.5%, Dengue-2 NS5 capping -5%, West Nile virus CPE -0.2%, WT yeast gro inh -23, XIAP antagonists -9.3%, RSV antiviral HEp-2 8.7%, K1F lysis inhibition 0.4%, Yfh1-off respiration inactive, Large T inhibition 10% and WT yeast gro inh mutant strain 21.
For Cc1ccc(-c2noc(C3CCCN(C(=O)c4ccc(C(C)(C)C)cc4)C3)n2)o1 (stereo unspecified) the results were Dengue-2 NS5 capping -6%, West Nile virus CPE -1.0%, RSV antiviral HEp-2 5.6%, K1F lysis inhibition -0.3% and Large T inhibition 1%.
CC(=O)Oc1ccc(C(=O)c2ccccc2)c(OC(C)=O)c1 was read as ER stress rescue 2.6%, Dengue-2 NS5 capping 0%, West Nile virus CPE -0.2%, WT yeast gro inh -11, XIAP antagonists 1.6%, RSV antiviral HEp-2 1.2%, K1F lysis inhibition 0.2%, Yfh1-off respiration inactive, Large T inhibition 9% and WT yeast gro inh mutant strain 1.
O=C(Nc1ccc(Cl)c(Cl)c1)C1CC(=O)N(c2ccc(Br)cc2)C1 (stereo unspecified) was read as ER stress rescue -1.3%, Dengue-2 NS5 capping -3%, West Nile virus CPE 0.4%, WT yeast gro inh 87, XIAP antagonists 2.3%, RSV antiviral HEp-2 9.3%, K1F lysis inhibition -1.7%, Yfh1-off respiration inactive, Large T inhibition 2% and WT yeast gro inh mutant strain 89.
CCCCN(C(=O)c1ccccc1F)c1c(N)n(CCC)c(=O)[nH]c1=O was read as Dengue-2 NS5 capping -4%, West Nile virus CPE -0.5%, RSV antiviral HEp-2 0.4%, K1F lysis inhibition 0.4% and Large T inhibition 8%.
`COC(=O)CCc1c(C)c(C(=O)c2ccc(F)cc2)c2ccccn12` gave ER stress rescue -0.5%, Dengue-2 NS5 capping -1%, West Nile virus CPE 0.0%, WT yeast gro inh 24, XIAP antagonists -5.7%, RSV antiviral HEp-2 -0.7%, K1F lysis inhibition 0.1%, Yfh1-off respiration inactive, Large T inhibition 8% and WT yeast gro inh mutant strain 1.
For CCOc1cc(/C=C2\CN(CC)C/C(=C\c3ccc(O)c(OCC)c3)C2=O)ccc1O the results were Dengue-2 NS5 capping -3%, West Nile virus CPE -1.9%, RSV antiviral HEp-2 -1.6%, K1F lysis inhibition 0.1% and Large T inhibition 30%.
For Cn1nccc1C(=O)Nc1ccn(C23CC4CC(CC(C4)C2)C3)n1 the results were ER stress rescue -2.0%, Dengue-2 NS5 capping -2%, West Nile virus CPE -1.7%, WT yeast gro inh -1, XIAP antagonists -0.4%, RSV antiviral HEp-2 1.9%, K1F lysis inhibition -1.2%, Yfh1-off respiration inactive, Large T inhibition -6% and WT yeast gro inh mutant strain 5.
COc1ccc(/C=C2/C(=O)N=C(N)N2C)cc1OC was read as ER stress rescue -2.8%, Dengue-2 NS5 capping 6%, West Nile virus CPE 0.3%, WT yeast gro inh 2, XIAP antagonists -5.9%, RSV antiviral HEp-2 2.9%, K1F lysis inhibition -0.1%, Yfh1-off respiration inactive, Large T inhibition 15% and WT yeast gro inh mutant strain 6.
For Cc1ccc(S(=O)(=O)N2[C@@H](c3ccc(Cl)cc3)C(C(=O)O)=CC[C@H]2c2cccc(C)c2)cc1 the results were Dengue-2 NS5 capping 3%, RSV antiviral HEp-2 16%, K1F lysis inhibition -11% and Large T inhibition 34%.
Nn1cc(-c2ccccc2)nc1SCC(=O)Nc1cccc(S(N)(=O)=O)c1 was read as Dengue-2 NS5 capping -5%, West Nile virus CPE 0.6%, RSV antiviral HEp-2 0.7%, K1F lysis inhibition 0.3%, Yfh1-off respiration inactive and Large T inhibition 20%.

As a short view, some entries already given.
For COCCNC(=O)[C@H]1N2C(=O)c3ccccc3C2SC1(C)C (stereo partly specified) the results were Dengue-2 NS5 capping -6%, West Nile virus CPE -0.1%, RSV antiviral HEp-2 1.1%, K1F lysis inhibition 0.1% and Large T inhibition -2%.
For CC1(c2ccc3noc(-c4cccc(F)c4)c3c2)OCCO1 the results were ER stress rescue -0.5%, Dengue-2 NS5 capping -5%, West Nile virus CPE -0.2%, WT yeast gro inh -23, XIAP antagonists -9.3%, RSV antiviral HEp-2 8.7%, K1F lysis inhibition 0.4%, Yfh1-off respiration inactive, Large T inhibition 10% and WT yeast gro inh mutant strain 21.
For Cc1ccc(-c2noc(C3CCCN(C(=O)c4ccc(C(C)(C)C)cc4)C3)n2)o1 (stereo unspecified) the results were Dengue-2 NS5 capping -6%, West Nile virus CPE -1.0%, RSV antiviral HEp-2 5.6%, K1F lysis inhibition -0.3% and Large T inhibition 1%.

Going on with the list.
Screening COc1ccc(NC(=O)CCC(=O)c2cccs2)cc1Cl returned Dengue-2 NS5 capping 1%, West Nile virus CPE 0.8%, RSV antiviral HEp-2 1.0%, K1F lysis inhibition 0.1% and Large T inhibition 2%.
Screening O=C(CN1CCCN(Cc2ccc(F)cc2Cl)C1=O)NCc1ccccc1 returned ER stress rescue -2.6%, Dengue-2 NS5 capping 2%, West Nile virus CPE -0.5%, WT yeast gro inh -3, XIAP antagonists -0.8%, RSV antiviral HEp-2 0.3%, K1F lysis inhibition 0.0%, Yfh1-off respiration inactive, Large T inhibition 9% and WT yeast gro inh mutant strain -4.
For COC(=O)c1sc(N2CCN(c3ccc(Cl)cc3)CC2)nc1N the results were ER stress rescue -0.1%, Dengue-2 NS5 capping -2%, West Nile virus CPE -1.3%, WT yeast gro inh 13, XIAP antagonists -5.2%, RSV antiviral HEp-2 0.2%, K1F lysis inhibition -0.3%, Yfh1-off respiration inactive, Large T inhibition 6% and WT yeast gro inh mutant strain -1.
`Cc1ccc(C(=O)COC(=O)c2cnccn2)cc1[N+](=O)[O-]` gave ER stress rescue -1.0%, Dengue-2 NS5 capping -5%, West Nile virus CPE -0.1%, WT yeast gro inh 8, XIAP antagonists -6.1%, RSV antiviral HEp-2 0.3%, K1F lysis inhibition 0.5%, Yfh1-off respiration inactive, Large T inhibition 9% and WT yeast gro inh mutant strain 1.
`O=C(C1CCN(Cc2ccc(OCc3ccccc3)cc2)CC1)N1CCCC1` gave ER stress rescue -0.9%, Dengue-2 NS5 capping -11%, West Nile virus CPE -0.5%, WT yeast gro inh -19, XIAP antagonists 2.9%, RSV antiviral HEp-2 -0.3%, K1F lysis inhibition -0.4%, Yfh1-off respiration inactive, Large T inhibition 2% and WT yeast gro inh mutant strain -9.
